K1F lysis inhibition – inhibition of K1F phage lysis, E. coli UTI89, bacterial capsule biogenesis inhibitors, alamar blue (AID 488966). E. coli UTI89 K1F phage lysis, alamar blue, 2 h; higher % means a stronger effect. 0.02% of 340,000 active. inhibition, % at 100 µM, or IC50 in µM where a hit was titrated;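 active means phage lysis inhibition, versus mean bacterial control, above a set limit; inconclusive means no clear call, values can overlap the other calls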;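 further: capsule biogenesis inhibitors block K1F phage lysis so surviving cells raise fluorescence; higher fluorescence means more inhibition of phage lysis; actives were called in the ten point dose series up to 300 µM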
Dengue-2 NS5 capping – flavivirus cap methylation enzyme inhibition – biochemical, confirmation dose response, primary screen (AID 588689); 0.3% of 340,000 active; inhibition, % at 25 µM; hits with a dose series show IC50 in µM; Dengue-2 NS5 methyltransferase capping enzyme assay, biochemical; higher % means a stronger effect; in the data active means a potency from the dose series; inconclusive means inhibition above about 29% without an active follow-up result
Dengue-2 NS5 capping pilot replicate – further read-out of Dengue-2 NS5 capping, marked with its call; inhibition, %; measured here: pilot screen replicate inhibition
Active calls of the source: *; ? = inconclusive; [ ] = remark or other dose.

Start of the data: the first 2 records (preview)
SMILES	K1F lysis inhibition	Dengue-2 NS5 capping	others
CCN(CC(=O)NCc1cccs1)C(=O)c1cccc(S(=O)(=O)N2CC(C)OC(C)C2)c1 (centres undefined)	0.4%[50 µM]	-2%
CN(C(=O)c1cccc(NC(=O)Cc2cccc(NC(=O)C3CCCN(C(=O)c4ccccc4)C3)c2)c1)C1CC1 (centres undefined)	-0.1%	-1%	Dengue-2 NS5 capping pilot replicate=-4.3

This part in full, previewed entries included:
SMILES	K1F lysis inhibition	Dengue-2 NS5 capping	others
CCN(CC(=O)NCc1cccs1)C(=O)c1cccc(S(=O)(=O)N2CC(C)OC(C)C2)c1 (centres undefined)	0.4%[50 µM]	-2%
CN(C(=O)c1cccc(NC(=O)Cc2cccc(NC(=O)C3CCCN(C(=O)c4ccccc4)C3)c2)c1)C1CC1 (centres undefined)	-0.1%	-1%	Dengue-2 NS5 capping pilot replicate=-4.3
Cn1c(SCC(=O)N2CCCC2=O)nc2ccccc2c1=O	0.3%	2%
O=C(OCC(=O)N1CCOCC1)c1ccc(Cl)c(S(=O)(=O)N2CCc3ccccc32)c1	0.0%	2%
CC[N+]1(C)CCC(O)(c2ccc(OC)cc2)C(C(=O)c2ccc(OC)cc2)C1 (centres undefined)	-0.8%	-56%
CCOC(=O)C1Oc2ccccc2C(c2ccc(F)cc2)=C1C(=O)OC (centres undefined)	0.1%	-1%	Dengue-2 NS5 capping pilot replicate=3.3
Nc1nc(COC(=O)c2ccc3c(c2)OCCO3)nc(Nc2ccccc2)n1	-0.5%[50 µM]	-5%
N#Cc1c(N2CCN(c3ccc([N+](=O)[O-])cc3)CC2)[n+](=O)c2ccc(Cl)cc2n1[O-]	-1.9%	?
COc1cccc(NC(=O)CN(C)C(=O)c2cc(CN3C(=O)c4ccccc4C3=O)ccc2OC)c1	-0.4%[50 µM]	-3%
CC(C)(C)S(=O)(=O)N1C[C@@H]2CC/C=C\C/C(c3ccccc3)=C\2[C@H]1CCO	0.1%	7%	Dengue-2 NS5 capping pilot replicate=-3.4
C#CCOc1ccc(CNC[C@H]2O[C@@H](n3cnc4c(N)ncnc43)[C@H](O)[C@@H]2O)cc1	0.3%	2%	Dengue-2 NS5 capping pilot replicate=3.6
Cc1ccc(S(=O)(=O)N(C)CC(=O)NNC(=O)Cc2ccccc2F)cc1	0.0%[50 µM]	-13%
COc1ccc(S(=O)(=O)N2CCOCC2)cc1NC(=O)CSc1ncccn1	1.5%	-6%
C[C@H](CO)N1C[C@H](C)[C@@H](CN(C)S(C)(=O)=O)Oc2ccc(NC(=O)Nc3ccc(C(F)(F)F)cc3)cc2C1=O	0.1%	-9%
Nc1ccc(C(=O)OCC(=O)Nc2cccc(S(=O)(=O)NC3=NCCCCC3)c2)cc1[N+](=O)[O-]	12%	-8%
Cc1cc(NC(=O)COC(=O)c2ccccc2Cl)no1	0.9%[50 µM]	-2%
COC(=O)c1cc(OCC(=O)Nc2ccc3c(c2)CCC3)cc(C(=O)OC)c1	0.1%[50 µM]	-2%
CCN(C(=O)COC(=O)c1ccc(Cl)c(S(=O)(=O)N2CCCCC2)c1)C1CCS(=O)(=O)C1 (centres undefined)	0.6%[50 µM]	4%
CCN(C[C@H]1N[C@@](Cc2ccccc2)(C(=O)OC)[C@H]2C(=O)N(Cc3ccccc3)C(=O)[C@@H]12)C(=O)Nc1ccc(C(F)(F)F)cc1	0.3%	-10%	Dengue-2 NS5 capping pilot replicate=-4.3
COc1cc(/C=C/C(=O)O)cc(S(=O)(=O)NNC(=O)c2ccc3c(c2)OCO3)c1OC	-2.3%	4%
CN(CCc1ccccc1)C(=O)c1ccc(NC(=O)Cc2ccc(NC(=O)C3CCN(C(=O)C4CCCC4)CC3)cc2)cc1	0.7%	-4%	Dengue-2 NS5 capping pilot replicate=-4.2
Cc1cc(C)c(NC(=O)CSc2cccc[n+]2[O-])c(C)c1	0.1%	5%
Cc1ccc(NC(=O)COC(=O)Cn2nc(-c3ccc(F)cc3)oc2=O)cc1C	0.9%	-13%
Cc1cc(C)nc(NC2=N[C@@H]3CCCC[C@H]3N2C(=O)Nc2cc(Cl)cc(Cl)c2)n1	0.4%	-1%
O=C1N[C@H](Cc2ccccc2)COC(=O)[C@@H](Cc2ccc(F)cc2)CC/C=C/C[C@H]1CC(=O)N(CCO)Cc1ccccc1	4.3%	-1%

(cont.)
SMILES	K1F lysis inhibition	Dengue-2 NS5 capping	others
CC(=O)OC(C)(C)/C=C/C(=O)[C@](C)(O)C1[C@H](O)C[C@@]2(C)C3CC=C4C(C=C(O[C@@H]5O[C@H](CO)[C@@H](O)[C@H](O)[C@H]5O)C(=O)C4(C)C)[C@]3(C)C(=O)C[C@]12C (some centres undefined)	-0.6%	-11%
O=C(COC(=O)CSc1ccccc1)Nc1ccc(F)cc1F	-0.1%	11%
Cc1ccc(C2/C=C\CC(NC(=O)OCC3c4ccccc4-c4ccccc43)CC(=O)N2Cc2ccccc2)cc1 (centres undefined)	0.0%	1%	Dengue-2 NS5 capping pilot replicate=2.7
COCC(=O)N1CCC2CC1c1c(-c3ccc(C(F)(F)F)cc3)cccc12 (centres undefined)	0.2%	-7%	Dengue-2 NS5 capping pilot replicate=-5.2
CCN(CC)C(=O)c1ncn(C)c1C(=O)N(CC)CC	0.8%	0%
Cc1ccc(NC(=O)COC(=O)c2ccc3c(=O)n4c(nc3c2)CCC4)c(Br)c1	0.3%[50 µM]	-4%
Cc1noc(C)c1NC(=O)N(C)C[C@H]1Oc2ccc(NC(=O)CCC(F)(F)F)cc2C(=O)N([C@H](C)CO)C[C@@H]1C	0.2%	1%
Cc1ccc(S(=O)(=O)N2C[C@@H]3CCCC[C@@H]3[C@@H](C)[C@H]2c2cn(Cc3ccccc3)c3ccc(F)cc23)cc1	-0.2%	-2%	Dengue-2 NS5 capping pilot replicate=3.0
COc1cc(OC)cc(C(=O)Nc2ccc(C(=O)Nc3ccccc3OC)cc2)c1	1.2%	6%
CC(=NNC(=O)c1cccs1)c1ccc2c(c1)OCCO2	0.6%[50 µM]	-3%
CCN(CC)CCCN1C(=O)C(=O)/C(=C(/O)c2c(C)nc3ccccn23)C1c1ccc(C)o1 (centres undefined)	0.5%	4%
Cc1noc(NS(=O)(=O)c2ccc(NC(=O)c3ccccc3NS(=O)(=O)c3ccc(F)cc3)cc2)c1C	1.4%	41µM*
CC[C@]1(C(=O)OC)[C@H]2C(=O)N(C)C(=O)[C@H]2[C@H]2CN(C)C(=NC3CCCCC3)N21	0.0%	0%	Dengue-2 NS5 capping pilot replicate=-3.1
O=C(Nc1nc(-c2ccco2)c(-c2ccco2)s1)c1ccc(F)cc1F	-1.0%[50 µM]	13%
COC(=O)[C@]1(C)N[C@H](CN(C)S(=O)(=O)c2ccccc2)[C@@H]2C(=O)N(Cc3ccccc3)C(=O)[C@@H]21	0.2%	-7%	Dengue-2 NS5 capping pilot replicate=-2.1
CCOC(=O)C1(C(=O)OCC)NC(=O)CC1C (centres undefined)	-1.1%	14%
CCOC(=O)c1cc(-c2ccccc2)nc2c(O)cccc12	-0.9%	5%
C=C(CCO)C1=CCN(S(=O)(=O)C(C)(C)C)[C@@H]1CCO	0.0%	2%	Dengue-2 NS5 capping pilot replicate=-1.5
Cc1ccc(S(=O)(=O)N2CCCCC2)cc1NC(=O)c1ccccc1Cl	-0.3%	-4%
CCCn1c(SC(C)C(=O)NC2CCCC2)n[nH]c1=O (centres undefined)	0.1%[50 µM]	-1%
COc1ccc(/C=C2/CCCc3ccccc3C2=O)cc1	-0.6%	2%
CCN(CC)C1Oc2cc3c(cc2C(c2cccc(OC)c2O)C1C)OCO3 (centres undefined)	-0.5%	-6%
CC(C)CN1CC(C)C(=O)NC1=S (centres undefined)	-2.3%	1%
COc1ccccc1CNCC(=O)Nc1cc(S(=O)(=O)N2CCCCC2)ccc1C	-2.2%	5%
C[C@H](CO)N1C[C@H](C)[C@@H](CN(C)C(=O)NC2CCCCC2)Oc2ccc(NC(=O)Cn3cnnn3)cc2C1=O	0.6%	2%

Continuation.
SMILES	K1F lysis inhibition	Dengue-2 NS5 capping	others
C/C=C/c1ccc(OCC(=O)NNC(=O)CN(C)S(=O)(=O)c2ccc(C)cc2)c(OC)c1	0.3%[50 µM]	-5%
CCCCN(C(=O)c1cc2c(s1)CCCCC2)c1c(N)n(CC(C)C)c(=O)[nH]c1=O	1.1%[50 µM]	3%
Cc1cccc(NC(=O)CN(CC2CCCO2)C(=O)c2cc3ccccc3o2)c1C (centres undefined)	0.1%[50 µM]	-8%
O=C(O)C(Cc1ccccc1N(CCO)CCO)N1C(=O)c2ccccc2C1=O (centres undefined)	1.8%	7%
O=C(Cc1cccc(NC(=O)C2CCN(C(=O)C3CCCCC3)CC2)c1)Nc1cccc(C(=O)N2CCCCC2)c1	0.2%	-2%
CCCCN1CC(COCc2ccccc2)Oc2cc(Br)ccc2S1(=O)=O (centres undefined)	0.0%	-4%	Dengue-2 NS5 capping pilot replicate=-3.4
CN(C(=O)CSc1nc2ccccc2o1)C1CCCCC1	0.5%[50 µM]	4%
O=C(O)c1ccc(C=NNC(=O)c2ccccc2NS(=O)(=O)c2cccs2)cc1	0.3%[50 µM]	-1%
Cc1noc(C)c1C(=O)OCC(=O)Nc1ncc(Cl)c(C)c1Cl	1.8%	10%
COc1ccc(Br)cc1CN(C)C(=O)C1CC(=O)N(C2CCCC2)C1 (centres undefined)	-0.4%	1%
CC1(C)C[C@H](O)[C@]2(CO)[C@H](O)C[C@]3(C)C(=CCC4[C@@]5(C)CC[C@H](O)C(C)(C)C5CC[C@]43C)[C@@H]2C1 (some centres undefined)	1.0%	0%
O=[N+]([O-])c1cc(F)cc(F)c1Nc1cc(F)cc(F)c1	-2.7%	3%
O=C1NC[C@H](Cc2ccccc2)N(C[C@H]2CCCN2C[C@H](Cc2ccccc2)N2C[C@H](Cc3ccc(O)cc3)N(CCc3ccccc3)C(=O)C2=O)C1=O	0.1%	-7%	Dengue-2 NS5 capping pilot replicate=3.0
F[B-](F)(F)COCc1ccccc1Br	0.2%	1%
Cc1cccc(C(=O)NCC(=O)N(C)Cc2nc3ccccc3c(=O)[nH]2)c1	0.6%[50 µM]	-8%
CC(C)[C@H](NS(=O)(=O)c1ccccc1F)C(=O)NC1CCCCC1	0.2%[50 µM]	-7%
Cc1ccc(NC(=O)c2ccc([N+](=O)[O-])s2)cc1S(=O)(=O)N1CCOCC1	-0.9%[50 µM]	-4%
NC(=S)NN=C1C=CCCC1	0.1%	2%
CCN(C[C@H]1N[C@@](C)(C(=O)OC)[C@H]2C(=O)N(C)C(=O)[C@@H]12)C(=O)Nc1ccc(C)cc1	0.3%	4%	Dengue-2 NS5 capping pilot replicate=1.8
COCCCNC(=O)C[C@H]1C[C@H](C(=O)N2CCOCC2)[C@@]2(CCC3CCCC3)c3[nH]c4cc(-c5ccco5)ccc4c3CCN2C1=O	0.0%	-7%
O=C1NC(Cc2ccc(O)cc2)c2nc3cc(Cl)ccc3c(=O)n2-c2cc(Cl)ccc21 (centres undefined)	0.9%	1%
C=CCN(Cc1ccc(Cl)s1)C(=O)c1ccc(F)c(S(=O)(=O)N2CCOCC2)c1	-1.7%	3%
Cc1ccc(S(=O)(=O)NCC(=O)OCC(=O)N2CC(C)OC(C)C2)cc1 (centres undefined)	0.1%[50 µM]	3%

Some of these compounds in order of number of heavy atoms, high to low.
SMILES	K1F lysis inhibition	Dengue-2 NS5 capping	others
C/C=C/c1ccc(OCC(=O)NNC(=O)CN(C)S(=O)(=O)c2ccc(C)cc2)c(OC)c1	0.3%[50 µM]	-5%
O=C(O)c1ccc(C=NNC(=O)c2ccccc2NS(=O)(=O)c2cccs2)cc1	0.3%[50 µM]	-1%
Cc1cccc(C(=O)NCC(=O)N(C)Cc2nc3ccccc3c(=O)[nH]2)c1	0.6%[50 µM]	-8%
Cc1ccc(S(=O)(=O)NCC(=O)OCC(=O)N2CC(C)OC(C)C2)cc1 (centres undefined)	0.1%[50 µM]	3%
O=[N+]([O-])c1cc(F)cc(F)c1Nc1cc(F)cc(F)c1	-2.7%	3%
F[B-](F)(F)COCc1ccccc1Br	0.2%	1%
NC(=S)NN=C1C=CCCC1	0.1%	2%

From PubChem BioAssay

These rows are one share of the data, so the mix of outcomes need not match the whole.
